EBNA-1 inh: blocks EBNA-1 binding to DNA. AID 1950. hit rate 0.34% among 300,000. inhibition, % at 14.8 µM. EBNA-1 DNA binding, fluorescence polarization; in the data active means inhibition above about 28%
pPAFAH FP inh: inhibitors of human plasma PAF acetylhydrolase (pPAFAH) | inhibition, % at 3.39 µM | hit rate 1.5% among 330,000 | recombinant pPAFAH, FP-rhodamine probe fluorescence polarization;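 active means inhibition above the mean inhibition across the screen plus 3 SD, cut at about 25% in these data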;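 further: inhibitors block binding of the rhodamine activity-based probe so polarization drops; 0% = enzyme with DMSO and 100% = wells lacking pPAFAH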
PAFAH1B2 FP inh: PAFAH1B2 (human) inhibition; recombinant PAFAH1B2, FP-rhodamine activity probe, fluorescence polarization; inhibition, % at 3.39 µM; hit rate 1.2% among 340,000; AID 492953;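 active means inhibition above the mean of all tested compounds plus 3 SD, cut at about 24% in these data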;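 further: 0% = enzyme with DMSO and 100% = wells lacking PAFAH1B2; many of its hits are not listed in these tables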
Target sequence (P68402 whole entry, looked up): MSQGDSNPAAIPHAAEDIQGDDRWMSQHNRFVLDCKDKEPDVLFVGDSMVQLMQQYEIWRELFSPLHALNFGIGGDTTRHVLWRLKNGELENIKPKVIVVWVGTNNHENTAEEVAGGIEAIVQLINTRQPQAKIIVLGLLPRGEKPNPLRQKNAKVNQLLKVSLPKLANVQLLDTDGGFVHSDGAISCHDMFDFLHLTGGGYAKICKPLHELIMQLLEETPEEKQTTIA
PREPL inh: inhibits the human prolyl oligopeptidase-like enzyme. recombinant PREPL, fluorescence polarization activity-based probe. AID 2751. inhibition, % at 5.96 µM. hit rate 0.68% among 320,000; in the data active means inhibition above about 43%;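 further: 0% = enzyme with DMSO and 100% = wells lacking enzyme; many of its hits are not listed in these tables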
LYPLA1 inh: blocks human lysophospholipase 1, a PME1 counter-screen; recombinant LYPLA1, FP-Rh probe fluorescence polarization; inhibition, % at 5.9 µM; hit rate 0.16% among 320,000; AID 2174;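 active means inhibition above the mean of all tested compounds plus 3 SD, set per campaign, cut at about 14% in these data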;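 further: inhibitors block serine hydrolase probe labeling of LYPLA1 so polarization falls; 0% = enzyme with DMSO and 100% = wells lacking LYPLA1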
Target sequence (O75608 whole entry, looked up): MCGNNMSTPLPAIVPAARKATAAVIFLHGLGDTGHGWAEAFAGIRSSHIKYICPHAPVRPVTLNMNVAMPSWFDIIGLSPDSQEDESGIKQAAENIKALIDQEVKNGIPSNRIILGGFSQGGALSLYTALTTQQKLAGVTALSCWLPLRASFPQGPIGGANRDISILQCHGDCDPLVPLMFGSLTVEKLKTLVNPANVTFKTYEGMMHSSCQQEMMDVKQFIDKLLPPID
LYPLA2 counter: blocks human lysophospholipase 2, a PME1 counter-screen; AID 2177; recombinant LYPLA2, FP-Rh probe fluorescence polarization; O95372; hit rate 0.38% among 320,000; inhibition, % at 5.9 µM;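 active means inhibition above the screen-wide mean plus 3 SD, limit set per campaign, cut at about 26% in these data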;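 further: 0% = LYPLA2 with DMSO and 100% = wells lacking LYPLA2 enzyme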
Target sequence (O95372 whole entry, looked up): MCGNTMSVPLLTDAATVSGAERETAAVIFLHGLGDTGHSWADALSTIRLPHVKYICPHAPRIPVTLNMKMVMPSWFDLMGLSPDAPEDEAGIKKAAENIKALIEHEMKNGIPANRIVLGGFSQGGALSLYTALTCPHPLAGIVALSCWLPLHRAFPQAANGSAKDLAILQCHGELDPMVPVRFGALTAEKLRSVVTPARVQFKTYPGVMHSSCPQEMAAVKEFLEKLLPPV
PAFAH2 FP inh: inhibitors of human PAFAH2. inhibition, % at 3.39 µM. recombinant PAFAH2, FP-rhodamine activity probe, fluorescence polarization. hit rate 0.99% among 340,000. Q99487. AID 492956;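 active means inhibition above the mean over all tested compounds plus 3 SD, cut at about 30% in these data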;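 further: inhibitors block probe labeling of enzyme so polarization drops; 0% = enzyme with DMSO and 100% = wells lacking PAFAH2 protein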
ZTA DNA inh: ZTA (EBV) inhibition in EBNA-1 counter-screen | AID 2234 | inhibition, % at 11 µM | ZTA-DNA binding, fluorescence polarization | P03206 | hit rate 0.15% among 320,000; in the data active means inhibition above about 33%
Target sequence (P03206 whole entry, looked up): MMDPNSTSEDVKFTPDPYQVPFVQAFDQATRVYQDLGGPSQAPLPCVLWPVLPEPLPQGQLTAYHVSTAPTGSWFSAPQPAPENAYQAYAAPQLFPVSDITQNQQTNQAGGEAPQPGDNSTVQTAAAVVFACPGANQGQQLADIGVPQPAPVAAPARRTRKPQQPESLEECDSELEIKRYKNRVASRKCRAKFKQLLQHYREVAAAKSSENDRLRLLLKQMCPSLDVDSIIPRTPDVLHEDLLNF
PAFAH1B3 inh: inhibitors of human PAFAH1B3; recombinant PAFAH1B3, FP-rhodamine probe, fluorescence polarization; inhibition, % at 3.39 µM; hit rate 0.28% among 340,000; AID 492972;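 active means inhibition above the screen-wide average of all tested compounds plus 3 SD, cut at about 25% in these data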;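 further: 0% = enzyme with DMSO only and 100% = wells lacking PAFAH1B3 protein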
Active calls of the source: *; x = no result given; & = joins results of further samples.

Every second line gives: EBNA-1 inh	pPAFAH FP inh	PAFAH1B2 FP inh	PREPL inh	LYPLA1 inh	LYPLA2 counter	PAFAH2 FP inh	ZTA DNA inh	PAFAH1B3 inh
COC(=O)c1ccc(C2/C(=C(/O)c3ccc4c(c3)CC(C)O4)C(=O)C(=O)N2CCN2CCOCC2)cc1 (configuration not stated)
  -11	3	-2	3	2	-2	-13	-8	9
COc1cccc(C(=O)O/N=C/c2ccc(Sc3ccc(C)cc3)nc2)c1
  2	3	-4	10	-3	4	23	-4	-6
CCOc1cccc(/C=C/c2ccc3ccccc3n2)c1OC(C)=O
  -8	-2	4	21	-3	-6	1	-4	0
Cc1nc2ccc(NS(=O)(=O)c3c(C)c(C)cc(C)c3C)cc2s1
  -1	-3	6	-27	-8	-12	9	-4	6
COc1ccc(-c2nnco2)cc1OC
  12	0	-6	1	-2	2	-8	1	4
Cc1ccc(NC(=S)NC(=O)/C=C/c2ccc(Cl)cc2)cc1
  -1	2	0	-3	0	-1	-1	-4	10
O=[N+]([O-])c1ccc(Sc2cccc3cccnc23)c2cccnc12
  -1	4	4	6	-1	17	7	-9	7
O=C(Nc1ccccc1)OCC1CCCO1 (configuration not stated)
  -17	2	6	21	5	0	-6	-8	-5
COC(=O)c1ccccc1NC(=O)N1CCN(S(=O)(=O)c2ccc(Cl)cc2)CC1
  13	6	22	2	0	4	-11	-21	5
O=C(NC1CCCCCCC1)c1ccc2c(c1)OCO2
  -1	5	8	0	1	6	-3	-3	3
CCC(C)NC(=O)c1cnn2c(C)c3c(nc12)CCCC3 (configuration not stated)
  1	4	0	6	-3	3	-9	13	5
C/C(CC(=O)Nc1ccc2c(c1)OCCO2)=N\NC(=O)c1cccc(O)c1
  -7	1	-2	-10	-3	-8	-3	10	-3
OC(c1ccc(OCc2ccccc2)cc1)c1nnc(-c2ccccc2)o1 (configuration not stated)
  -5	4	6	3	-4	3	2	0	-1
O=C(O)CCCCc1nc2ccccc2s1
  4	5	-6	3	1	7	-5	7	10
O=C(NC1CCCc2c1cnn2-c1ccccc1F)c1ccccn1 (configuration not stated)
  0	-1	1	19	0	9	-1	-8	4
CCOc1ccc(/C=C2/Sc3ccc(C(=O)N4CCOCC4)cc3N(C)C2=O)cc1OC
  -6	1	-5	12	-4	-5	1	4	2
CC(C)(C)c1nc[nH]c(=O)c1Br
  -11	8	5	5	2	0	63*	-14	5
CCc1c(C)nc2ncnn2c1NC1CCCc2ccccc21 (configuration not stated)
  -7	7	7	0	3	1	-6	-22	-4
CC(OC(=O)c1cc(S(=O)(=O)N2CCOCC2)ccc1F)C(=O)NCc1ccc2c(c1)OCO2 (configuration not stated)
  -7	3	3	-5	1	5	4	-4	4
Cn1c(SCCN2CCCC2)nnc1C1CCN(S(=O)(=O)c2ccc(F)cc2)CC1
  -14	5	4	-5	-3	-3	-5	-6	3
COc1ccc(CCNC(=O)CN2C(=O)COc3ccc(S(=O)(=O)N4CCCC4)cc32)cc1OC
  -12	-1	2	12	-3	1	-2	-5	0
Cc1cc(NC(=O)CCOc2ccccc2)no1
  -4	5	0	-5	-2	5	4	-3	0
O=C1CCC(=O)N1CCC(c1ccc(F)cc1)c1ccco1 (configuration not stated)
  -7	-2	13	3	2	6	-2	12	2
CC(C)n1cc(/C=N/Nc2ccc(C(=O)O)cc2)c2ccccc21
  -9	11	4	1	1	1	4	-6	4
CCOc1ccccc1CN1CCN(S(C)(=O)=O)CC1
  -9	1	-4	16	1	5	2	-13	-7
Cc1ccc2[nH]cc(CCNC(=O)Nc3ccccc3)c2c1
  6	8	6	10	-6	-2	2	2	-3
Cc1ccc2c(c1)nnn2C1CCN(S(=O)(=O)c2ccc3ccccc3c2)CC1
  7	7	0	-44	0	2	-4	12	-5
COCOc1cc(O)c2c(=O)c(OCOC)c(-c3ccc(OCOC)c(OCOC)c3)oc2c1
  -3	18	2	8	-5	1	5	10	10
COn1c(SCc2ccc(Cl)cc2)nc2ccccc2c1=O
  -1	7	6	25	-1	9	-7	5	4
COc1ccccc1/C=C/C=N/n1c(-c2ccccc2)n[nH]c1=S
  -6	17	9	-5	0	7	3	5	3

Rewritten tab-delimited: entries from further up
compound	EBNA-1 inh	pPAFAH FP inh	PAFAH1B2 FP inh	PREPL inh	LYPLA1 inh	LYPLA2 counter	PAFAH2 FP inh	ZTA DNA inh	PAFAH1B3 inh
CCOc1ccccc1CN1CCN(S(C)(=O)=O)CC1	-9	1	-4	16	1	5	2	-13	-7
Cc1ccc(NC(=S)NC(=O)/C=C/c2ccc(Cl)cc2)cc1	-1	2	0	-3	0	-1	-1	-4	10

Further compounds follow:
Every second line gives: EBNA-1 inh	pPAFAH FP inh	PAFAH1B2 FP inh	PREPL inh	LYPLA1 inh	LYPLA2 counter	PAFAH2 FP inh	ZTA DNA inh	PAFAH1B3 inh
CCCCN(C)CCCNC(=O)c1cn(CC)c2ccc(S(=O)(=O)N3CCOCC3)cc2c1=O
  -10	4	2	0	-4	-1	15	-3	7
O=C(O)CCC(=O)NNC(=O)c1ccc([N+](=O)[O-])cc1
  -1	1	-2	0	3	8	-4	3	-5
CCOC(=O)C1=C(C)Nc2nc(SCC(=O)OC)nn2C1c1cc(F)cc(F)c1 (configuration not stated)
  7	1	4&0	-4	-3	2	2&-2	1	2&4
Cc1ccc(OCC(=O)NCc2ccc3c(c2)OCO3)c([N+](=O)[O-])n1
  -1	1	0	11	1	3	-7	-8	7
S=C(c1ccc(-c2ccc(Cl)cc2)o1)N1CCCCC1
  3	4	5	6	-2	0	1	-1	2
CN(C)S(=O)(=O)c1cccc(NC(=S)NN=C(Cc2ccccc2)Cc2ccccc2)c1
  -10	-1	6	23	1	2	-2	-4	4
CC(=O)N/N=C(\C)C1COc2ccccc2O1 (configuration not stated)
  5	5	2	-1	-3	4	-3	-4	7
COC(=O)CSc1nc2ccc(C)cc2cc1C#N
  8	3	-1	-5	-1	5	5	11	6
Cc1ccc(NC(=O)CN2c3cccc4cccc(c34)S2(=O)=O)cc1
  x	2	3	-2	x	x	-5	x	8
CCOC(=O)COn1c(-c2cccc(Cl)c2)nc2ccc([N+](=O)[O-])cc21
  -1	3	-2	4	-4	-7	-5	4	2
Cc1ccc(S(=O)(=O)N2CCC(C(=O)O)CC2)cc1
  -7	1	18	-5	-1	4	1	8	11
COc1cc2ncnc(N[C@H](C)c3ccccc3)c2cc1OC
  -7	4	1	8	0	2	2	0	7
NNC(=O)c1sccc1OCc1ccc(F)cc1
  3	9	3	-1	-3	5	1	16	-1
O=C(CCNS(=O)(=O)c1ccccc1)OCC(=O)c1ccc[nH]1
  -11	22	3	0	0	9	1	-22	7
Cn1nnc2cc(C(=O)N3CCC(c4ccccc4)C3)ccc21 (configuration not stated)
  14	6	1	-6	-3	2	3	25	6
CCCn1c(SCC(=O)N2c3ccccc3CC2C)nnc1-c1ccco1 (configuration not stated)
  -3	-3	-2	-3	1	-2	3	-8	3
Cc1ccc(-n2c(C)nc3ncnc(-c4ccccc4)c32)cc1
  7	-5	-3	12	5	11	5	1	10
Cc1ccc(S(=O)(=O)NC2CC2)cc1
  -8	7	8	3	4	7	0	-21	10
CN(Cc1cccc2cnccc12)C(=O)c1cc(COc2ccc(F)cc2Cl)on1
  -3	3	10	-40	3	3	1	-9	6
COc1ccc(NC(=O)CSc2ccc(-c3ccccn3)nn2)cc1OC
  -2	5	-1	-6	-2	8	2	-16	2
Cc1nn(-c2ccccc2)c2nc(C(F)F)cc(C(F)F)c12
  x	2	-1	-4	6	7	4	8	4
Cc1ncccc1C(=O)N1CCCC(C(=O)c2ccc3c4c(cccc24)CC3)C1 (configuration not stated)
  -1	3	2	12	0	8	10	-1	4
N#Cc1cc2c([nH]c1=S)CCCC2
  -1	3	6	0	-1	4	4	-12	13
CCCCN(CC)CCCNC(=O)c1cn(C)c(=O)c2c1c1ccccc1n2C
  6	5	6	2	-4	-9	1	12	1
Cc1ccc(S(=O)(=O)N(C)C)cc1NC(=O)COC(=O)c1c(C)noc1C
  3	2	2	9	-1	5	-9	4	3
CCc1nc(N)c(C#N)c(-c2ccncc2)c1C
  1	-5	4	5	-2	-4	2	-2	0
COc1ccc(C2=NC(CO)(CO)CO2)cc1
  -3	1	-1	4	2	-3	-7	-4	7
COC(=O)C1=C(C)NC(=O)NC1c1ccc2c(c1)OCO2 (configuration not stated)
  4	-2	2	-2	2	9	0	-1	7
CN(CC#CC(O)(c1ccccc1)c1ccccc1)C(C)(C)C
  0	-7	x	-4	-2	1	x	-9	x
COc1ccccc1NS(=O)(=O)c1ccc2[nH]c(=S)oc2c1
  x	-5	9	14	x	x	9	x	4
CN(NS(=O)(=O)c1ccc(Cl)cc1)c1cnn(C)c(=O)c1Cl
  6	3	2	-2	-3	-7	4	19	12
N#Cc1c(F)cccc1NCc1cccs1
  6	5	4	-6	0	1	-3	-6	8
Cc1cc(C)cc(NC(=S)NCCCN2CCOCC2)c1
  3	0	3	0	2	-3	4	0	5
COC(=O)c1c(C(=O)OC)c(-c2ccc(C)cc2)n2c1CS(=O)(=O)C2
  -2	8	0	-4	4	18	-1	-4	10
CN1c2ccccc2C(C)(C)C12CC(CCl)=NO2 (configuration not stated)
  -8	-7	5	-14	-4	-21	-2	1	5
O=C(/C=C\c1ccc2c(c1)OCO2)NC1(C(=O)Nc2ccc3c(c2)OCO3)CCCCC1
  4	6	-1	2	2	6	-9	-2	7
COc1cccc(OC)c1C(=O)NCCOc1cc(C)cc(C)c1
  2	8	-2	-11	-1	3	0	-15	2
O=C(CN1C(=O)c2cccnc2C1=O)c1ccccc1
  -8	2	1	4	1	9	3	-16	11
O=C(N/N=C/c1coc2ccccc2c1=O)c1ccccc1
  10	-1	1	-7	1	1	-1	10	-4
Cc1noc(/C=C/N(C)C)c1S(=O)(=O)N1CCCC(C(=O)N2CCc3ccccc32)C1 (configuration not stated)
  -6	7	2	10	-1	-2	0	8	1
CCN(CC)C(=O)c1sc(N2C(=O)Nc3ccccc3N2O)c(C(=O)OC)c1C
  2	1	2	1	2	7	-1	-21	1
Cc1ccc(C23OC(=O)C(C)(C)C2OC(=O)C3(C)C)cc1 (configuration not stated)
  6	0	16	0	0	-3	4	9	3
CC(C)OC(=O)CSc1nnc(-c2cnccn2)n1-c1ccc(Cl)cc1
  -10	-2	4	-12	2	3	5	7	9
CC(=O)Nc1ccc(S(=O)(=O)NCCC(=O)NNC(=O)c2ccccc2O)cc1
  x	-3	-2	6	-3	-10	4	-1	6
COCCN1C(=O)C(CC(=O)Nc2ccccc2)SC1=Nc1ccc(OC)cc1 (configuration not stated)
  6	5	2	10	0	3	2	-4	3
Cc1cc2c(nn1)CCC/C2=N\O
  2	5	2	2	-1	1	4	15	0
COc1cccc(NC(=S)N(CCCN2CCCC2)Cc2cccn2Cc2ccc(Cl)cc2)c1
  2	1	6	8	-2	-2	-3	2	-4
Cc1cc2c3c([nH]c2cc1S(=O)(=O)NCc1ccc(CN2CCCCCC2)o1)CCCC3=O
  2	6	-3	7	-4	-4	2	9	4
CC(C)(C)NC(=O)NC(=O)CN1CCN(Cc2ccccc2)CC1
  1	2	7	5	-4	-4	5	-10	-1
Cc1ccc(NC(=O)Cn2cc([N+](=O)[O-])nc2C)cc1C
  -6	2	7	-1	-2	12	5	1	10
Cc1cccc(C2c3[nH]c4ccccc4c3CCN2Cc2cccn2-c2ncccn2)c1 (configuration not stated)
  -2	0	3	-8	-8	-3	4	-17	6
Cc1ccn2c(Nc3ccccc3C)c(-c3ccncc3)nc2c1
  2	5	1	1	5	10	9	6	5

Not all compounds are listed. The share of hits here may be higher or lower than overall.
